High-throughput results from PubChem BioAssay.
GSIS activator: GLuc luminescence reporter in INS-1E cells, primary screen for activators of glucose-dependent secretion of insulin | INS-1E GLuc reporter insulin secretion, 2-3 h | activation, % at 16.6 µM | AID 743287, 2014 | 0.61% of 370,000 active;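 active means lowest replicate activation of at least 40%, so every replicate reaches that level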;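 further: 0% = median of neutral control wells and 100% = median of IBMX positive control wells; some compounds called inactive have numbers as strong as hits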
F508del corr: F508del CFTR correction, initial screen, CFBE line, single point; CFBE cells, YFP halide quenching; stimulated with forskolin plus potentiator P3; % fluorescence drop versus neutral controls; activity (quench increase), % at 7.58 µM; 0.36% of 350,000 active;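 active means mean added fluorescence quench of at least 8% versus neutral control, with both replicates also reaching 8%; inconclusive means only one of the mean or replicate conditions met; inactive means mean below 8% and not both replicates reaching 8%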;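 further: cells transiently co-express mutant CFTR-F508del with the halide-sensitive YFP; corrector assay measuring rescue of mutant channel to the surface after 24 h compound exposure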
XiGFP reactiv: activators of inactive X chromosome reactivation, primary screen, imaging, XiGFP fibroblasts, GFP high-content imaging, set 2; 0.055% of 360,000 active; XiGFP mouse fibroblasts, % GFP-positive cells imaging, 3 d; cells co-treated with 5-aza-dC sensitizer; scaled so ellipticine positive control = 100%; AID 743238, 2013; activation, % at 7.58 µM;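 active means mean normalized replicate activation at least 10% and every replicate at or above 10%; inconclusive means only one of the two criteria met; inactive means mean below 10% and not all replicates reach 10%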;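 further: 0% = median of on-plate neutral control wells and 100% = ellipticine 6 µM median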
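Material: XiGFP fibroblasts, SV40-immortalized; Buffer or medium: DMEM containing 5-aza-dC; Compound dosing: single point; Times: 3 days compound exposure.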
esBAF inh: Bmi1 luciferase reporter increase in mESCs, primary screen, esBAF inhibitor project, mouse ES cells, Bmi1 luciferase knock-in, single point; 24 h; 100% = twice the neutral-well signal; reporter increase, % at 12.5 µM; 2% of 350,000 active; AID 602393, 2012; in the data active means activation above about 40%; inconclusive means no clear call, values can overlap the other calls;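 further: 0% = median of the plate's neutral control wells and 100% = double that signal; a rise in the Bmi1 reporter signal indicates esBAF inhibition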
RAD54 inh: inhibitors of human RAD54 branch migration, primary screen, biochemical, fluorescence, single point | inhibition, % at 10.4 µM | RAD54 Holliday junction branch migration, FAM/BHQ fluorescence | 0.14% of 360,000 active | DNA repair and recombination protein RAD54-like (Homo sapiens), Q92698;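 active means mean normalized replicate activity at least 40 and at least half of replicates scoring 40 or more; inconclusive means only one of the two criteria met; inactive means mean below 40 and under half of replicates reaching 40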;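 further: 0% = median of neutral control wells and 100% = median of positive control wells; inhibitors cause a drop in the FAM fluorescence signal; in these data hits start at about 50%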
ARNT TACC3 PPI: disruptors of ARNT/TACC3 protein interaction, primary screen, biochemical, AlphaScreen, single concentration | AID 623870, 2012 | inhibition, % at 9.99 µM | 0.66% of 390,000 active | AlphaScreen His-ARNT PAS-B/GST-TACC3 binding, luminescence; TACC3 fragment carries E629A point mutation;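 active means mean inhibition of replicates at least 50% and at least half of replicates each reaching 50%; inconclusive means half or more replicates reach 50% but mean below 50%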;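 further: 0% = complete ARNT plus TACC3 wells and 100% = ARNT alone without TACC3; many hits fall short of the cut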
RAD52 inh: RAD52 DNA annealing inhibitors, primary screen, biochemical, FRET, single point, set 2; DNA repair protein RAD52 homolog (Homo sapiens), P43351; recombinant RAD52 DNA annealing, FRET fluorescence; inhibition, % at 18.7 µM; 0.46% of 360,000 active; AID 651710, 2012;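 active means every replicate showing at least 50% inhibition; inconclusive means mean inhibition at least 50% but not in every replicate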
Target sequence (P43351 whole entry, looked up): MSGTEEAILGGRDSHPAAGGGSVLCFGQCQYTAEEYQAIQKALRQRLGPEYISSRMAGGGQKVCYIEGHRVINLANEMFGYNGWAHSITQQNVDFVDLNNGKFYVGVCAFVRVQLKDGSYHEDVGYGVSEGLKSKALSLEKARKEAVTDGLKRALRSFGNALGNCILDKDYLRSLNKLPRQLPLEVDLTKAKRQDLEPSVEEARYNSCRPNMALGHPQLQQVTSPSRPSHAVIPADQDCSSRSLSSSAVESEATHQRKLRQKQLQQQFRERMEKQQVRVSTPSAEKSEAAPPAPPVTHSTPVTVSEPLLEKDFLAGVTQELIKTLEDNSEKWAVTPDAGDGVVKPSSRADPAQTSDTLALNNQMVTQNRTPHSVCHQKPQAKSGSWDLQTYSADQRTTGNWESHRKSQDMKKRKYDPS
ERAP1 inh: human ERAP1 aminopeptidase inhibitors, primary screen, biochemical, single point, plate reader. Endoplasmic reticulum aminopeptidase 1 (Homo sapiens), Q9NZ08. recombinant ERAP1, Leu-AMC fluorescence, 60 min. inhibition, % at 10.7 µM. 0.15% of 340,000 active;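 active means mean replicate inhibition of at least 30%, or all replicates individually reaching that 30% level; inactive means mean below 30% and not every replicate reaching it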;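 further: 0% = neutral control wells and 100% = L-leucinethiol positive control wells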
Numbers without * were called inactive; & = joins results of further samples.

For CCOC(=O)N1CCN(C(=O)C[C@H]2C[C@@]3(C(=O)OC)C(=C[C@H](COCc4ccccc4)O[C@@H]3C)N(Cc3ccc4c(c3)OCO4)C2=O)CC1 the results were F508del corr 2.2, XiGFP reactiv 0.1, RAD52 inh -4 and ERAP1 inh -3.
C[C@H]1CN([C@@H](C)CO)C(=O)c2cccc(NC(=O)C3CC3)c2O[C@H]1CN(C)S(=O)(=O)c1cccs1 was read as GSIS activator 16&5, F508del corr -4.6, XiGFP reactiv 0.5&0.0, esBAF inh -3, RAD54 inh -16, ARNT TACC3 PPI -2 and RAD52 inh -8.
`CCCn1nc(C(=O)NCC2COc3ccccc3O2)c2ccccc2c1=O` (centres undefined) gave GSIS activator -7, F508del corr 2.6, XiGFP reactiv 0.1, esBAF inh -7, RAD54 inh -7, ARNT TACC3 PPI -5, RAD52 inh 9 and ERAP1 inh -2.
O=C(O)CC1CCC1CC(=O)O (centres undefined) was read as GSIS activator -4, F508del corr 2.2, XiGFP reactiv 0.3, ARNT TACC3 PPI 15, RAD52 inh -8 and ERAP1 inh -2.
O=C(C[C@@H]1C=C[C@@H](NC(=O)Nc2ccccc2F)[C@H](CO)O1)NCc1ccccc1 was read as GSIS activator 14, F508del corr -0.8, XiGFP reactiv 0.3, RAD52 inh 7 and ERAP1 inh -1.
For CCC(C)(C)n1nnnc1C(c1ccccc1)N1CCc2ccccc2C1 (centres undefined) the results were GSIS activator -30, esBAF inh -13, RAD54 inh 5 and ARNT TACC3 PPI -4.
Screening COc1ccc(/C(C)=N/NC(=O)Cc2ccc(Cl)cc2)cc1 returned GSIS activator 7, F508del corr 0.7, XiGFP reactiv 0.0, esBAF inh 7, RAD54 inh 6, ARNT TACC3 PPI 2, RAD52 inh -16 and ERAP1 inh 0.
Cc1cc(C)n2nc(CC(=O)NNC(=O)c3ccccc3Cl)nc2n1 was read as GSIS activator -3, F508del corr -2.7, XiGFP reactiv -0.1, esBAF inh 2, RAD54 inh 6, ARNT TACC3 PPI -2, RAD52 inh -22 and ERAP1 inh 1.
COc1ccc(/C=C(/NC(=O)c2ccc(Br)cc2)C(=O)N2CCOCC2)cc1 was read as GSIS activator 20, F508del corr -1.2, XiGFP reactiv -0.2, RAD54 inh -2, ARNT TACC3 PPI 12, RAD52 inh -21 and ERAP1 inh 4.
`Cc1ccc(CC(=O)Nc2ccc(F)c([N+](=O)[O-])c2)cc1` gave GSIS activator 3, XiGFP reactiv 0.6, ARNT TACC3 PPI -6, RAD52 inh 4 and ERAP1 inh 0.
Screening CCOC(=O)C(=N/O)/C(C)=N/NC(=O)C(=O)Nc1cc(Cl)ccc1Cl returned F508del corr 0.8, XiGFP reactiv 0.2, ARNT TACC3 PPI 2, RAD52 inh -14 and ERAP1 inh -3.
Screening COC(=O)c1ccc(-c2noc(CN(Cc3nccn3C)C(C)C)n2)cc1 returned GSIS activator -2, F508del corr -0.9, XiGFP reactiv 0.0, esBAF inh -2, RAD54 inh 4, ARNT TACC3 PPI -3, RAD52 inh -29 and ERAP1 inh -2.
For CC1=[N+](C)c2c(ccc3cccnc23)C1(C)C the results were GSIS activator -67, F508del corr -9.7, XiGFP reactiv inconclusive, ARNT TACC3 PPI 16, RAD52 inh -38 and ERAP1 inh -2.
`CCCOc1ccc(CSc2nnc(CCC)n2N)cc1` gave GSIS activator 19, esBAF inh 13, RAD54 inh 0 and ARNT TACC3 PPI -3.
C=C1CCN([C@@H](CC(C)C)C(=O)NCCC(C)C)S(=O)(=O)c2ccccc21 was read as GSIS activator -8, F508del corr -1.1, XiGFP reactiv 0.0, esBAF inh -9, RAD54 inh -8, ARNT TACC3 PPI 12, RAD52 inh -12 and ERAP1 inh 7.
CC(C)COC(=O)N(C)C[C@@H]1OCc2cnnn2CCCC(=O)N([C@H](C)CO)C[C@@H]1C was read as GSIS activator -8&-10, F508del corr -3.7&-0.2&-0.3, XiGFP reactiv 0.0&0.2, esBAF inh -1&-2&-4, RAD54 inh 1&-11&-4, ARNT TACC3 PPI -7&1, RAD52 inh -6&-10&-3 and ERAP1 inh -6&-2&-2.
For COc1cccc(S(=O)(=O)N[C@@H]2C=C[C@@H](CC(=O)NCc3ccccc3)O[C@@H]2CO)c1 the results were GSIS activator -2, F508del corr -1.1, XiGFP reactiv 0.1, esBAF inh 3, RAD54 inh -5, ARNT TACC3 PPI 1, RAD52 inh 4 and ERAP1 inh -1.
Screening Cc1ccccc1NC(=O)NC1CCCCC1C (centres undefined) returned GSIS activator 6, F508del corr -1.6, XiGFP reactiv 0.0, RAD52 inh -11 and ERAP1 inh -1.
For Cc1cc(C)nc(NS(=O)(=O)c2ccc(NC(=S)NC(=O)C3CCCC3)cc2)n1 the results were GSIS activator -2, esBAF inh -7, RAD54 inh -8 and ARNT TACC3 PPI -10.
`O=C(NCc1ccccc1)[C@@H]1[C@@H](CO)[C@@H]2Cn3c(cccc3=O)[C@@H]2N1Cc1ccccc1F` gave GSIS activator 14, XiGFP reactiv 0.0, esBAF inh -6, RAD54 inh -14, ARNT TACC3 PPI -2, RAD52 inh -6 and ERAP1 inh 1.

Next part (two carried over from the part before).
For Cc1cc(C)nc(NS(=O)(=O)c2ccc(NC(=S)NC(=O)C3CCCC3)cc2)n1 the results were GSIS activator -2, esBAF inh -7, RAD54 inh -8 and ARNT TACC3 PPI -10.
`O=C(NCc1ccccc1)[C@@H]1[C@@H](CO)[C@@H]2Cn3c(cccc3=O)[C@@H]2N1Cc1ccccc1F` gave GSIS activator 14, XiGFP reactiv 0.0, esBAF inh -6, RAD54 inh -14, ARNT TACC3 PPI -2, RAD52 inh -6 and ERAP1 inh 1.
COc1ccc(S(=O)(=O)N[C@@H]2C=C[C@H](CC(=O)NCc3ccccc3F)O[C@@H]2CO)cc1 was read as GSIS activator 8, F508del corr 1.7, XiGFP reactiv 0.0, esBAF inh 5, RAD54 inh 2, ARNT TACC3 PPI -10, RAD52 inh 14 and ERAP1 inh -16.
Screening CO[C@@H]1CN(C)C(=O)c2cc(NS(=O)(=O)c3ccc(Cl)cc3)ccc2OC[C@H](C)NC[C@H]1C returned GSIS activator 0, F508del corr -2.5, XiGFP reactiv 0.1, esBAF inh 3, RAD54 inh -17, ARNT TACC3 PPI -2, RAD52 inh -5 and ERAP1 inh -6.
For CSc1cccc(CN(C)C(=O)C2CCC(=O)N(CCCN3CCCC3=O)C2)c1 (centres undefined) the results were GSIS activator 13, F508del corr 0.7, XiGFP reactiv -0.1, esBAF inh 0, RAD54 inh 1, ARNT TACC3 PPI -12, RAD52 inh -14 and ERAP1 inh -8.
Screening O=C(COc1ccc(Br)cc1)Nc1nnc(-c2cccnc2)s1 returned GSIS activator 1, F508del corr -2.6, XiGFP reactiv -0.1, RAD52 inh -14 and ERAP1 inh 4.
`CCOC(=O)CNC(=O)CSc1nnc(C)c(=O)[nH]1` gave XiGFP reactiv 0.0, ARNT TACC3 PPI -19, RAD52 inh -19 and ERAP1 inh -11.
`NNC(=O)c1cc2cc(OC(F)(F)F)ccc2[nH]1` gave GSIS activator -15, F508del corr 2.3, XiGFP reactiv 0.8, esBAF inh 0, ARNT TACC3 PPI 16, RAD52 inh -11 and ERAP1 inh -1.
COC(=O)C=C1CCC2C3CCC4=CC(=O)C(Br)CC4(C)C3C(=O)CC12C (centres undefined) was read as XiGFP reactiv 0.1, esBAF inh -10, RAD54 inh 5, ARNT TACC3 PPI -2, RAD52 inh -18 and ERAP1 inh -8.
O=C(NC1CCCCC1)[C@H]1[C@H](CO)[C@H]2Cn3c(cccc3=O)[C@@H]1N2Cc1cccnc1 was read as GSIS activator 3, XiGFP reactiv 0.1, esBAF inh 1, RAD54 inh -5, ARNT TACC3 PPI -7, RAD52 inh -16 and ERAP1 inh -2.
`Cc1ccc(S(=O)(=O)CC(=O)Nc2nc3ccccc3s2)cc1` gave GSIS activator 18, F508del corr 0.3, XiGFP reactiv -0.1, esBAF inh 3, ARNT TACC3 PPI 13, RAD52 inh -8 and ERAP1 inh 1.
Screening Cc1ccc(Nc2nc(N)c([N+](=O)[O-])c(NCCO)n2)cc1 returned GSIS activator 7, F508del corr 0.6, XiGFP reactiv 0.1, RAD54 inh -12, RAD52 inh -21 and ERAP1 inh 0.
Screening S=c1[nH]c(-c2ccccc2)cn1/N=C/c1cccs1 returned F508del corr 0.4, XiGFP reactiv 0.0, RAD54 inh -4, ARNT TACC3 PPI 1 and RAD52 inh -7.
O=C(c1ccc(F)cc1)N1CC[C@@H]2[C@H]1c1cc(-c3ccccc3F)ccc1N[C@@H]2CO was read as GSIS activator 15, F508del corr 0.6, XiGFP reactiv -0.1, esBAF inh -1, RAD54 inh 6, ARNT TACC3 PPI 8, RAD52 inh -93 and ERAP1 inh 1.
Cc1nc(C(F)(F)F)ccc1C(=O)N1CCC1(C)C(=O)NS(=O)(=O)c1ccc(C#N)cc1 (centres undefined) was read as GSIS activator 17, F508del corr -1.1, XiGFP reactiv 0.0, esBAF inh 4, RAD54 inh 15, RAD52 inh -3 and ERAP1 inh -5.
C[C@H](CO)N1C[C@H](C)[C@@H](CN(C)S(=O)(=O)c2cn(C)cn2)Oc2ccc(NC(=O)CCN3CCOCC3)cc2C1=O was read as GSIS activator 7, F508del corr -2.2, XiGFP reactiv 0.0, esBAF inh 1, RAD54 inh -4, ARNT TACC3 PPI -7, RAD52 inh -6 and ERAP1 inh 9.
Screening COc1ccc(-c2cc(C(F)F)n3ncc(C(=O)Nc4c(C)n(C)n(-c5ccccc5)c4=O)c3n2)cc1 returned GSIS activator -2, F508del corr -0.5, XiGFP reactiv 0.0, esBAF inh 2, RAD54 inh 8, ARNT TACC3 PPI 1, RAD52 inh -8 and ERAP1 inh -2.
Screening CS(=O)(=O)c1ccc2nc(NC(=O)Nc3ccc(Cl)cc3)sc2c1 returned GSIS activator 2, F508del corr -0.9, XiGFP reactiv -0.1, ARNT TACC3 PPI -2, RAD52 inh -8 and ERAP1 inh 0.
COc1ccccc1/C=C/C(=O)OCC(=O)NCc1ccc2c(c1)OCO2 was read as GSIS activator 10, F508del corr 0.8, XiGFP reactiv -0.1, esBAF inh -4, RAD54 inh 0, ARNT TACC3 PPI -3, RAD52 inh -27 and ERAP1 inh -1.
`Cc1cc(C(=O)OCC(=O)NC(C)c2ccc(F)cc2)c(C)o1` (centres undefined) gave GSIS activator 20, F508del corr 0.2, XiGFP reactiv 0.0, esBAF inh -7, RAD54 inh 7, ARNT TACC3 PPI -1, RAD52 inh -22 and ERAP1 inh -2.
Cn1ccc2c([N+](=O)[O-])cccc2c1=O was read as GSIS activator -2, F508del corr -8.0, XiGFP reactiv 0.1, ARNT TACC3 PPI -3, RAD52 inh -9 and ERAP1 inh 0.
CCCn1c(SCc2nc3ccccc3s2)n[nH]c1=O was read as GSIS activator -3, F508del corr 0.4, XiGFP reactiv 0.2, ARNT TACC3 PPI 1, RAD52 inh -35 and ERAP1 inh -2.
COC(C[C@H]1O[C@@H]1[C@@H](O)COCc1ccccc1)OC was read as GSIS activator 1, F508del corr -0.4, XiGFP reactiv 0.0, esBAF inh 10, RAD54 inh -5, ARNT TACC3 PPI -2 and RAD52 inh -10.

Hits appear at their usual frequency. Share with any hit: about 3.3%.
